High-throughput results deposited in PubChem BioAssay by several laboratories.
DSG3 Ab inh: inhibitors of pemphigus antibody binding to DSG3, primary screen, biochemical, bead-based, flow cytometry, scFv-GFP. Desmoglein-3 (Homo sapiens), P32926. DSG3-coupled beads, scFv-anti-DSG3-GFP binding; stronger effect = lower value. binding (percent of control), % at 10 µM. 0.48% of 310,000 active. AID 588358, 2011;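 active = binding more than 3 SD below its plate's average and above zero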;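 also: hits lower antibody fragment binding to DSG3; some compounds called inactive have numbers as strong as hits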
Arrestin-AP2 inh: inhibitors of beta-arrestin/AP2 binding, primary screen, biochemical, GPCR trafficking, flow cytometry. AID 504490, 2011. 0.31% of 340,000 active. FITC-arrestin peptide / GST-AP2 beads; AP2 beta2 appendage carries R879A mutation. beta-arrestin 1 C-terminal peptide binding to AP2 beta2-adaptin appendage (human). inhibition, % at 10 µM;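 active = inhibition above a set limit, near 3 SD of compounds lacking own fluorescence, cut at about 54% in these data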;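 also: plate controls were DMSO wells for no effect and 5 µM unlabelled arrestin peptide for full effect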
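Measured by: flow cytometry, FL1 (488/535 nm); Material: AP2 appendage R879A on GSH beads; Evaluation: percent response; Timing: pre-incubation 12 min, peptide binding 1 h, room temperature; Also added: 50 nM FITC-arrestin peptide; Medium: PBS with 0.05% Tween 20 and 0.1% BSA.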
Mot1-301 SUMO: yeast Mot1-301 growth rescue at high temperature, primary screen, SUMOylation pathway inhibitor project, S. cerevisiae, ATP luminescence, 38.5C; 1% of 320,000 active; growth rescue, % at 18.8 µM; S. cerevisiae Mot1-301 growth rescue; percent above DMSO median, 100 means doubled;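 active = every valid replicate shows activation above 250% relative to neutral control wells; inactive = the rest, any valid replicate at or below 250%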;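 also: OY570 slx delta 5 strain wells were the positive control but not used for scaling; some compounds called inactive have numbers as strong as hits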
PfHsp90 yeast 2: growth inhibition of PfHsp90-expressing yeast, primary screen, antimalarial PfHsp90 inhibitor project, S. cerevisiae, BacTiter-Glo luminescence, single point, set 2; BacTiter-Glo ATP, 48 h; yeast lacking PDR1 and PDR3 efflux regulators; inhibition, % at 9.4 µM; 0.32% of 310,000 active; AID 504621, 2011;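 active = every replicate shows inhibition above about 80%, whatever the replicate mean, limit read from the data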;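 also: 0% = DMSO neutral controls and 100% = 20 µM radicicol positive controls; yeast relying on Plasmodium falciparum Hsp90 in place of its own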
MOR-DOR inv ag: inverse agonists of MOR-DOR heterodimerization, primary screen, cell-based, luminescence. cell-based MOR-DOR heterodimer luminescence, inverse agonism. AID 504357, 2011. inhibition, % at 9.3 µM. Mu-type opioid receptor (Homo sapiens) + Delta-type opioid receptor (Homo sapiens), …. 0.21% of 340,000 active; in the data active = inhibition above about 22%, passing the limit was not always enough;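 also: 0% = cells with DMSO and 100% = wells without cells with DMSO; values of inactives mirror those of a sister screen read the other way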
Target sequence (P35372 whole entry, looked up): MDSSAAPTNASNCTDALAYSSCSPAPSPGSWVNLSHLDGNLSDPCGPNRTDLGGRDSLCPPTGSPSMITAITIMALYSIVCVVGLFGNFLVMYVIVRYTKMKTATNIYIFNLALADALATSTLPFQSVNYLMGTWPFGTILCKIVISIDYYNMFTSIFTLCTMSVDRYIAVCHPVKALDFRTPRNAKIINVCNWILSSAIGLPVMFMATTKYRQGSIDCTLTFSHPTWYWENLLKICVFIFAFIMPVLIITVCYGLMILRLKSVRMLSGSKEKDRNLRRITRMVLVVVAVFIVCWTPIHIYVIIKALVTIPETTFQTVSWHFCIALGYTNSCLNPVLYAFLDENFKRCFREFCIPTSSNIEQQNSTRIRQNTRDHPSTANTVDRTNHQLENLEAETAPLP
Target sequence (P41143 whole entry, looked up): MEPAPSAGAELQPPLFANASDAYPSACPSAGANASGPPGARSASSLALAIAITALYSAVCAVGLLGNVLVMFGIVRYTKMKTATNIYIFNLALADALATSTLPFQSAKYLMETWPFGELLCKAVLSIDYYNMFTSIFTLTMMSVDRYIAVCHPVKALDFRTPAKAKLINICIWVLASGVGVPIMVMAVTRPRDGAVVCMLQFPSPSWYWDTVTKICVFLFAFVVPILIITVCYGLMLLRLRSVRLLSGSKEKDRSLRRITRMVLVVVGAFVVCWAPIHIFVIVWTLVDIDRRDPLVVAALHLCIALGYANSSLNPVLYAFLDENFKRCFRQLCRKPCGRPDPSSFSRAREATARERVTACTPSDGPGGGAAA
MOR-DOR ag: agonists of OPRM1-OPRD1 heterodimerization, primary screen, cell-based, luminescence; cells; 0.3% of 340,000 active; activation, % at 9.3 µM; Mu-type opioid receptor (Homo sapiens) + Delta-type opioid receptor (Homo sapiens), …; in the data active = activation above about 18%;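 also: 0% = vehicle-treated cells and 100% = reference agonist; values of inactives mirror those of a sister screen read the other way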
phage Ecoli inh: growth loss of phage-infected E. coli, primary screen, RecBCD inhibitor project, absorbance, with phage, HTS. inhibition, % at 11.9 µM. 0.26% of 360,000 active; in the data active = inhibition above about 11%
Tat export inh: E. coli Tat export inhibitors, primary screen, MC4100, TorA-mCherry reporter, fluorescence, single point | inhibition, % at 10 µM | 0.036% of 340,000 active;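 active = mean replicate inhibition at least 50% and at least half of replicates individually reaching 50%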;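 also: exported cargo escapes ClpAP degradation while cytoplasmic cargo is degraded and loses fluorescence; 0% = median of neutral control wells and 100% = median of NaSCN control wells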
AddAB inh: growth inhibition of E. coli expressing H. pylori AddAB, primary screen, AddAB inhibitor project, absorbance; inhibition, % at 11.9 µM; 0.29% of 330,000 active; AID 435030, 2010; in the data active = inhibition above about 12%;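 also: 0% = vehicle wells of infected cells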
Ecoli viability: E. coli V3065 growth inhibition, primary screen, counter-screen for AddAB inhibitor project, absorbance, OD600. inhibition, % at 11.9 µM. 18 h. 0.27% of 330,000 active;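 active = inhibition above the campaign's mean inhibition across all tested compounds plus 3 SD, cut at about 9.9% in these data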;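 also: uninfected addAB+ strain grown without phage in ampicillin broth; 0% = DMSO wells and 100% = ciprofloxacin 0.95 µg/ml wells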
PKA-R1A act: activators of PKA-R1A holoenzyme, primary screen, biochemical, fluorescence polarization, Cy5-IP20, bovine R1A, mouse PKAc. AID 504707, 2011. PKA-R1A dissociation; scaled: DMSO 0%, 113 µM cGMP 100%. cAMP-dependent protein kinase type I-alpha regulatory subunit (Bos taurus) + …. 0.083% of 340,000 active. activation, % at 11.4 µM;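 active = percent activation above the mean of all tested compounds plus 3 SD, cut at about 19% in these data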;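 also: higher means more PKAc released from R1A so a rise in polarization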
Active calls of the source: *; . = not tested or not shown.

SMILES | DSG3 Ab inh | Arrestin-AP2 inh | Mot1-301 SUMO | PfHsp90 yeast 2 | MOR-DOR inv ag | MOR-DOR ag | phage Ecoli inh | Tat export inh | AddAB inh | Ecoli viability | PKA-R1A act
Cc1ccc(/C=C/C(=O)Nc2cc(S(=O)(=O)N3CCOCC3)ccc2N2CCOCC2)cc1 | 108 | 2 | 9 | -17 | 10 | -2.3 | 0.8 | 5 | 1.1 | -0.5 | 14
O=C(NC1CCCCC1)c1ccc(N2CCCC2=O)cc1 | . | 27 | 11 | 8 | -3 | 0.5 | 3.5 | 5 | -0.9 | -0.8 | -6
COC(=O)c1cn(C(=O)c2ccc(C)cc2)c2ccccc12 | 85 | -10 | -6 | -9 | 4 | -0.6 | 0.6 | -1 | 4.5 | 1.8 | 2
CCOc1ccc(NC(=O)c2cc3ccccc3cc2OC)cc1 | 111 | -26 | 34 | 14 | 3 | -0.6 | 1.7 | -1 | 2.0 | 2.0 | 8
CCN(CC)c1ccc(NC(=O)Nc2cccc(C(C)=O)c2)cc1 | 105 | 34 | 0 | . | -4 | 0.9 | 5.6 | 3 | 0.3 | -0.2 | 5
COc1cccc(C(=O)Nc2ccc(C(=O)NCC3CCCO3)cc2)c1 (stereo unspecified) | 105 | 17 | -5 | 5 | 7 | -1.4 | 2.5 | -5 | 1.6 | 1.0 | -8
CC(Sc1nnc(C2CC2)n1C1CC1)C(=O)NCc1cccs1 (stereo unspecified) | . | 10 | . | 36 | 9 | -1.7 | -0.6 | -1 | . | . | -4
CN=C1S/C(=C\c2ccc(SC)cc2)C(=O)N1C | 101 | 1 | -4 | -17 | 1 | -0.2 | 1.2 | 1 | -0.6 | -2.4 | -4
COc1ccc(OC)c2[nH]c(=O)c(CCNC(=O)c3cc4ccccc4o3)cc12 | 110 | 10 | 4 | -20 | 2 | -0.3 | 1.4 | 8 | 0.2 | -1.2 | -2
CCOc1ccc(-n2c(Cc3cc(=O)[nH]c(=O)[nH]3)nnc2SCc2cccnc2)cc1 | 102 | -2 | 5 | -20 | 7 | -1.3 | 0.6 | 11 | 3.1 | -1.6 | 5
O=C(NCc1ccco1)c1ccc(=O)oc1 | 104 | 10 | 1 | 13 | 10 | -1.8 | -0.1 | 2 | 1.3 | -0.8 | 4
Cc1ccc(NC(=O)CN2CCc3cc4c(cc3C2)OCCCO4)cc1 | 100 | 15 | 4 | 8 | 12 | -2.3 | -0.9 | -2 | 2.1 | -0.1 | -11
S=c1[nH]nc(-c2ccncc2)n1/N=C/C(Cl)=C\c1ccccc1 | 102 | -12 | 293 | -29 | -2 | 0.3 | 2.6 | -5 | -2.2 | -2.2 | 0
COc1ccc(CCCNC(=O)C2CCC(=O)N(CCc3cccc(F)c3)C2)cc1 (stereo unspecified) | 102 | 4 | 4 | 5 | -9 | 1.7 | -0.2 | -14 | 0.1 | 2.4 | -3
CC1CCN(CCC(=O)NN)CC1 | 79 | 38 | 44 | -10 | 14 | -2.8 | 5.2 | -10 | 3.3 | -7.5 | -4
N#CCC(=O)Nc1ccc(C(=O)N2CCN(S(=O)(=O)c3ccc4ccccc4c3)CC2)cc1 | 104 | 3 | -10 | -26 | 14 | -3.1 | 0.6 | 3 | 1.0 | -2.7 | -2
COc1cccc(NC(=O)C2CC(=O)OC23CCOC(C)(C)C3)c1 (stereo unspecified) | 102 | 35 | 167 | -1 | 4 | -0.8 | 0.3 | -6 | 0.7 | 4.2 | 1
CCOC(=O)C1CCN(C(=O)c2c(C)oc3c2C(=O)c2ccccc2C3=O)CC1 | 102 | -1 | -11 | 10 | -48 | 8.1 | 3.8 | 11 | -1.5 | -1.5 | -6
Cc1nnc(NC(=O)Oc2ccccc2)s1 | 84 | -7 | 11 | -16 | -12 | 2.1 | 0.8 | 27 | 0.6 | 1.4 | 7
O=C(NCCC(=O)N1CCN(c2ccccn2)CC1)c1ccc(Cl)cc1 | . | -12 | 4 | 8 | 6 | -1.5 | 1.6 | 1 | 1.3 | 1.6 | 0
Cc1ccc(NC(=O)CN2C(=O)S/C(=C/c3ccc(O)c([N+](=O)[O-])c3)C2=O)cc1C | 102 | -4 | . | 12 | 30 | -5.7 | 2.9 | -4 | . | . | 8
Cc1cccc(N(C(=O)CNC(=O)c2cccs2)C(C(=O)NC2CCCC2)c2cccnc2)c1 (stereo unspecified) | 101 | 9 | -16 | -11 | 0 | -0.1 | 1.5 | -2 | 2.5 | -2.0 | 8
CNC(=O)N(O)C1N(NC(=O)Nc2ccccc2)C(=S)SC1(C)C (stereo unspecified) | 88 | -7 | -20 | -10 | 9 | -1.7 | 0.8 | 1 | -1.2 | 0.1 | -19
CCOC(=O)C1CCCN(S(=O)(=O)c2cccs2)C1 (stereo unspecified) | 100 | 10 | 414 | 6 | 18 | -3.2 | 2.0 | -1 | -1.7 | -1.6 | -9
COc1cccc(-c2nc(N3CCCCC3)c3ccccc3n2)c1O | 103 | 6 | 45 | -165 | -9 | 1.7 | 1.1 | 14 | 2.5 | 1.1 | -3
Cc1ccc2nc(CSc3nnc4ccccn34)cc(=O)n2c1 | 100 | -5 | 69 | 5 | 10 | -2.0 | 1.5 | -7 | 0.4 | -3.3 | 11
COc1cc(/C=C(/C#N)c2ccc(F)cc2)ccc1Oc1ccc([N+](=O)[O-])cn1 | 96 | -5 | -2 | 4 | -22 | 3.7 | 1.8 | 8 | -0.7 | -3.9 | -1
Cc1ccc2oc(C(=O)N3CCN(C)C[C@@H]3C(C)C)c(C)c2c1 | 103 | 5 | -2 | -7 | 2 | -0.3 | -0.2 | -12 | 3.0 | -1.9 | 0
CCN(CCCNC(=O)CN(C)S(=O)(=O)c1cccc2nsnc12)c1ccccc1 | 103 | 0 | 92 | . | -5 | 0.9 | 1.6 | -8 | 0.8 | -1.1 | 2
Cc1ccccc1CN1CCC(CNC(=O)C2CCCN(c3ncnc4c3nc3n4CCCCC3)C2)CC1 (stereo unspecified) | . | 4 | -12 | 5 | 0 | 0.0 | 0.5 | 3 | 0.1 | -1.9 | 6
Cc1cccc(C(=O)Nc2nnc(Cc3c[nH]c4ccccc34)s2)c1 | 102 | 4 | -11 | -31 | -4 | 0.7 | 2.0 | -16 | 1.9 | 1.6 | 1
Cc1ccc(C(=O)N2CCCC2)cc1Br | 93 | -2 | 20 | 2 | 2 | -0.4 | 6.5 | 7 | -1.7 | 1.9 | 2
COC(=O)c1cc(O)cc(OC)c1Oc1cc(C)cc(O)c1C(=O)O | 101 | 29 | 178 | 16 | 18 | -3.6 | 9.9 | -4 | 4.9 | -0.2 | -4
O=[N+]([O-])c1cc(S(=O)(=O)N2CCCC2)ccc1NCCCN1CCOCC1 | 116 | 37 | -17 | . | 7 | -1.4 | 5.1 | -3 | 1.2 | 1.6 | -3
Cc1ccc(S(=O)(=O)Nc2nc(C)c(C(=O)NNS(=O)(=O)c3ccccc3)s2)cc1 | 90 | 9 | -6 | -3 | 16 | -3.1 | -0.6 | 1 | 0.8 | 2.1 | -10
COCCNC(=O)CN(Cc1ccccc1)C(=O)CCC(=O)Nc1nccs1 | 101 | -1 | 6 | -9 | 7 | -1.3 | -0.6 | -2 | -1.0 | -3.1 | 0
Cc1cnc(C(=O)OCC(=O)NC2CCCC(C)C2C)cn1 (stereo unspecified) | 105 | -8 | -4 | 4 | 12 | -2.1 | 2.6 | -3 | -2.6 | -1.1 | -17
CC(C)NC(=S)N1CCN(S(C)(=O)=O)CC1 | 123 | -22 | 9 | 6 | 10 | -1.8 | 2.7 | -1 | 1.4 | -0.8 | 8
COc1ccc(NC(=O)CN(C)CC(=O)NCC(=O)Nc2ccc(F)cc2)cc1 | 99 | -6 | 6 | . | 3 | -0.4 | 1.1 | 3 | 0.3 | 0.2 | -9
CCOc1cc(C2/C(=C(\O)c3cc(C)ccc3C)C(=O)C(=O)N2CCN(C)C)ccc1O (stereo unspecified) | 97 | 12 | 8 | 0 | -5 | 0.8 | -0.5 | -2 | 1.4 | -1.5 | 8
O=C(CCCc1ccccc1)NC1CCSC1=O (stereo unspecified) | 102 | -4 | 2 | 11 | 0 | 0.0 | 0.8 | -9 | 1.2 | -0.7 | 0
O=C(Nc1ccccc1)Nc1cccc(-c2nnco2)c1 | 91 | 11 | -4 | 14 | 2 | -0.4 | 2.1 | -3 | -0.3 | -2.2 | -7
CCc1cccc(CC)c1NC(=O)CSc1nnc(C2CC2)n1C | 94 | 12 | -18 | 4 | 16 | -2.9 | 4.5 | 0 | 3.2 | 0.4 | 1
NS(=O)(=O)c1ccc(NC(=O)COC(=O)Cc2ccc(Cl)cc2)cc1 | 102 | 5 | -11 | 0 | -2 | 0.5 | 2.0 | 0 | 0.8 | -0.2 | -1
O=c1[nH]c(NCCO)nc2c1C1(CCCC1)Cc1ccccc1-2 | . | 0 | -9 | 34 | -1 | 0.2 | 0.9 | 3 | 0.5 | 1.8 | -9
CCC1CCCCN1C(=O)c1noc(C(C)C)c1[N+](=O)[O-] (stereo unspecified) | 101 | 4 | 14 | -20 | 8 | -1.4 | 0.2 | -2 | 1.7 | -1.2 | -6
COC(=O)c1sc(-c2ccc(C(C)(C)C)cc2)cc1NC(=O)c1ccccc1C(=O)O | . | 3 | 4 | -19 | 9 | -1.9 | -1.0 | 18 | 0.7 | -0.6 | -11
COc1ccc(CN(C(=O)CN2C(=O)NC3(CCC(C)CC3)C2=O)C(C)Cc2cccs2)cc1 (stereo unspecified) | 101 | 15 | -1 | -7 | -9 | 2.3 | 2.0 | 7 | 1.4 | -0.7 | -10

Arranged by value in Arrestin-AP2 inh (highest first): three of the compounds above
Molecule	Arrestin-AP2 inh
CN=C1S/C(=C\c2ccc(SC)cc2)C(=O)N1C	1
COCCNC(=O)CN(Cc1ccccc1)C(=O)CCC(=O)Nc1nccs1	-1
Cc1cnc(C(=O)OCC(=O)NC2CCCC(C)C2C)cn1 (stereo unspecified)	-8
